NCI-60 one-dose screen, 48 h, at 10 µM unless noted. Numbers give growth in % (100 = growth as untreated, 0 = no growth, -100 = all killed).
MALME-3M – MALME-3M melanoma; 78,000 tested, 5.8% active; AID 1794766
SK-MEL-5 – SK-MEL-5 melanoma; AID 1794755; 80,000 tested, 6.4% active
SK-MEL-2 – SK-MEL-2 melanoma | AID 1794763 | 77,000 tested, 4.7% active
HS 578T – HS 578T breast cancer; 78,000 tested, 4.1% active
SK-MEL-28 – SK-MEL-28 melanoma | AID 1794761 | 81,000 tested, 4.1% active
LOX IMVI – LOX IMVI melanoma; 79,000 tested, 7.4% active
UACC-257 – UACC-257 melanoma; 78,000 tested, 4.4% active; AID 1794764
UACC-62 – UACC-62 melanoma | 81,000 tested, 5.4% active
The depositor's hits bear a star; · = no result given; [ ] = dose if it differs, or a comment. Rule for the calls: active = growth percent below 10; inactive = the rest.

structure	MALME-3M	SK-MEL-5	SK-MEL-2	HS 578T	SK-MEL-28	LOX IMVI	UACC-257	UACC-62
O=C1[C@@H]2Cc3c([nH]c4ccccc34)[C@H](c3ccc(Cl)cc3)N2C(=O)CN1C1CCN(Cc2ccccc2)CC1	74	62	82	66	78	21	61	75
CCN(CC)C(=O)c1ccccc1Cl	102	102	96	91	107	106	91	·
COc1cc2cc3c4cc(OC)c(OC)cc4cc[n+]3c(C)c2cc1OC (tested in a mixture with another compound)	79	83	·	77	104	90	76	89
Cc1nc2sc(C(=O)Nc3ccnc4ccccc34)c(N)c2cc1C(C)O (configuration not stated)	106	87	103	100	105	100	96	88
O=C1c2ccccc2C(=O)c2c1ccc1[nH]c(CCl)nc21	11	·	27	18	58	-37*	29	40
COc1ccc2c(c1)C(=O)CC(c1ccccc1OC)O2 (configuration not stated)	102	99	102	101	106	89	101	86
O=c1/c(=C/c2ccccc2)sc2nc(-c3ccc(Cl)cc3Cl)nn12	122	105	118	102	110	96	84	103
C[N+](C)(C)CN1C(=O)c2ccccc2C1=O	·	102	·	103	99	103	98	101
COc1cccc(/C=N/NC(=S)NC2CC3CCC2C3)c1O (configuration not stated)	36	68	69	26	68	44	74	68
C#C[C@]1(O)CC[C@H]2[C@@H]3CC=C4c5sc(Nc6cc(C)cc(C)n6)nc5CC[C@]4(C)[C@H]3CC[C@@]21C	-40*	-100*	-28*	-21*	-57*	-96*	-49*	-53*
Cc1ccc(-c2nc(NS(=O)(=O)c3ccc(C)cc3)nc(Cl)c2C#N)cc1	70	99	104	84	93	78	90	72
COc1ccc(-c2nn(-c3cccc(Cl)c3)cc2C=C2C(=O)NC(=O)NC2=O)cc1	93	96	·	101	102	102	101	99
CN=c1scc(-c2ccccc2)n1NC(=O)Cn1nc(-c2ccccc2)ccc1=O	110	98	104	94	114	98	116	90
Nc1ccc(S(=O)(=O)NCCN(CCNS(=O)(=O)c2ccc(N)cc2)S(=O)(=O)c2ccc(N)cc2)cc1	98	97	102	101	103	97	96	105
O=C1N(Cc2cccc(C(F)(F)F)c2)c2ccccc2S(=O)(=O)N1c1cccnc1Cl	96	98	109	105	106	102	102	88
Nc1c(S(=O)(=O)O)[nH]c(=O)[nH]c1=O	101	109	111	105	113	49	109	93
Fc1c(F)c(F)c(-c2nnc(CN3C=NC4C(N5CCOCC5)=NC=NC43)o2)c(F)c1F (configuration not stated)	114	·	108	97	113	96	108	95
NC(=O)C1(C(N)=O)CCC1	100	109	92	109	105	90	98	108
COc1ccccc1CNCCCN1C(=O)c2ccc3c4c(ccc(c24)C1=O)C(=O)N(CCCNCCNCCCN)C3=O	·	-32*	25	55	25	6.8*	-6.4*	23
CC(C)Sc1nc(NCCc2c[nH]c3ccccc23)c(C#N)c(-c2ccc(F)cc2)n1	81	24	70	43	71	-17*	90	59
O=[N+]([O-])c1cnc(-c2ccc(F)cc2)n1CCO	105	102	94	88	102	91	102	97
CS(=O)(=O)Nc1cccc(-c2cc(-c3ccccc3Cl)c(C#N)c(N)n2)c1	25	31	39	-1.5*	69	44	74	43
COc1cccc(C(=O)NC(c2ccc(C)cc2)c2cc(Cl)c3cccnc3c2O)c1 (configuration not stated)	-1.8*	-57*	23	35	44	6.8*	-7.2*	-20*
Nc1ccc2c(c1)Cc1cc(N)c(N)cc1-2	96	93	89	106	107	97	81	94
COc1cc2c(c(O)c1Br)C(=O)c1c(O)cc(C[C@H](C)O)cc1[C@H]2[C@H]1c2cc(C[C@H](C)O)cc(O)c2C(=O)c2c1cc(OC)c(Br)c2O	-27*	-74*	-38*	9.1*	32	4.8*	-2.8*	4.5*
O=C1c2ccccc2CCC12OC2c1cn(-c2ccccc2)nc1-c1ccc(Cl)cc1 (configuration not stated)	105	83	112	93	100	82	96	64
Cc1nc(Nc2ccc(Cl)cc2)c2cnn(-c3ccccc3)c2n1	90	94	100	98	102	98	101	100
O=C1OC(Oc2ccccc2)(c2ccccc2)c2ccccc21 (configuration not stated)	·	112	104	101	127	89	112	100
CCCCn1c(=O)[nH]c(N)c(C(c2cccc(OC)c2)c2c(N)[nH]c(=O)n(CCCC)c2=O)c1=O	96	69	86	84	96	95	82	86
C[C@@]1(CCC#N)[C@H]2CC[C@@H]3[C@H]4[C@H](C(=O)/C=C/c5cccnc5)CC[C@]4(C(=O)NC4CCCCC4)CC[C@@]3(C)[C@]2(C)CC[C@H]1C(=O)/C=C/c1cccnc1	86	51	95	70	90	·	75	62
Cc1ccc2nc(-c3ccc(C(=O)O)cc3)n(CC(=O)NNC(=O)c3ccncc3)c2c1	102	99	119	96	108	99	101	96
CC[C@H](Nc1ncnc2nc[nH]c12)c1nc2cccc(NCc3ccc(C(=O)NO)nc3)c2c(=O)n1-c1ccccc1	62	80	56	14	58	23	56	20
CCN(CC)c1ccc(CNc2cc(C)nc3ccccc23)cc1	70	9.3*	84	86	78	65	63	69
CC(=O)N1c2ccccc2NC2=C(C(=O)NC2(C)C)C1c1ccco1 (configuration not stated)	81	65	84	83	75	86	75	66
C=C1CC[C@@H]2[C@]3(C)COC(c4cn[nH]c4-c4ccc(Br)cc4)O[C@@H]3CC[C@@]2(C)[C@@H]1C/C=C1/C(=O)OCC1O (some centres not stated)	-71*	-97*	-68*	19	-78*	-100*	-71*	-79*
CN1CCN(Cc2ccc(NC(=O)c3cncc(C#Cc4cnc(N)c5ccncc45)c3)cc2C(F)(F)F)CC1	-44*	12	-25*	-0.4*	-3.1*	-84*	24	-29*
O=C(CCCSc1nc(-c2ccccc2)cc(-c2ccc(Cl)cc2)n1)NO	4.5*	-28*	16	51	31	-3.5*	8.3*	-15*
COc1cc2c(cc1OC)C1=NN(C(=O)Nc3ccc(F)cc3)C(c3ccccc3)C1C2 (configuration not stated)	110	79	111	·	119	95	106	96
CCSc1nc(=S)cc(C)[nH]1	117	104	109	111	111	93	104	101
Cn1nc(-c2ccc(Cl)cc2)nc2c(=O)n(C)c(=O)nc1-2	-90*	-99*	-45*	-4.7*	-64*	-59*	-83*	-55*

Rewritten with values under each structure: part of the list above.
Values in the order – MALME-3M | SK-MEL-5 | SK-MEL-2 | HS 578T | SK-MEL-28 | LOX IMVI | UACC-257 | UACC-62
- CCCCn1c(=O)[nH]c(N)c(C(c2cccc(OC)c2)c2c(N)[nH]c(=O)n(CCCC)c2=O)c1=O
→ 96 | 69 | 86 | 84 | 96 | 95 | 82 | 86
- Cc1nc(Nc2ccc(Cl)cc2)c2cnn(-c3ccccc3)c2n1
→ 90 | 94 | 100 | 98 | 102 | 98 | 101 | 100
- COc1ccc2c(c1)C(=O)CC(c1ccccc1OC)O2 (configuration not stated)
→ 102 | 99 | 102 | 101 | 106 | 89 | 101 | 86
- COc1ccccc1CNCCCN1C(=O)c2ccc3c4c(ccc(c24)C1=O)C(=O)N(CCCNCCNCCCN)C3=O
→ · | -32* | 25 | 55 | 25 | 6.8* | -6.4* | 23

The listing continues:
structure	MALME-3M	SK-MEL-5	SK-MEL-2	HS 578T	SK-MEL-28	LOX IMVI	UACC-257	UACC-62
CCOC(=S)SCC(=O)c1cccc([N+](=O)[O-])c1	83	90	110	·	85	79	72	95
CC(C)c1ccc(C(=O)OC(=O)c2ccc(C(C)C)cc2)cc1	86	116	92	104	115	92	105	99
Cc1nnc(-c2cc3c(ccc4ccccc43)oc2=O)c2cn(-c3ccc(Cl)cc3)nc12	·	96	95	94	118	80	109	91
O=C1OCC2=C1C(c1ccncc1)c1cc3c(cc1N2CCO)OCO3 (configuration not stated)	90	99	107	87	102	100	99	95
Nc1nc(CC(=O)NCc2ccccc2)nn1C(=O)c1ccc(Cl)cc1	·	109	98	104	103	103	101	100
Fc1ccc(CNc2nc(-c3cccnc3)nc3c2sc(=S)n3-c2ccc(F)cc2)cc1	117	92	97	91	109	89	82	100
CCCCCCCCCCCCCCCCCC(=O)OCC1(COC(=O)CCCCCCCCCCCCCCCCC)COC(CCCCCCCCCCCCCCCCC)=N1	92	104	105	105	106	93	·	99
C#COc1cccc(Nc2c(C#N)cnc3ncc(NC(=O)CCl)cc23)c1	77[6.25 µM]	48[6.25 µM]	12[6.25 µM]	67[6.25 µM]	51[6.25 µM]	-2.9*[6.25 µM]	47[6.25 µM]	37[6.25 µM]
CC/C(=N/NC(N)=O)c1ccccc1	105	102	115	104	101	99	·	·
CCCCC/C(=C\c1ccccc1)C1OCC(C)(C)CO1	101	103	97	94	103	95	111	101
CCN(CC)c1ccc(/C=C2\Oc3ccc(O)c(I)c3C2=O)cc1	63	·	62	75	74	34	81	50
CCOC(=O)Nc1c(C)n(C)n(-c2ccccc2)c1=O	·	108	109	119	112	99	110	102
C=C(C)[C@@H]1CC[C@]2(C(=O)O)CC[C@]3(C)[C@H](CC[C@@H]4[C@@]5(C)C/C(=C/c6cc(C(F)(F)F)cc(C(F)(F)F)c6)C(=O)C(C)(C)[C@@H]5CC[C@]43C)[C@@H]12	85	54	79	88	89	87	63	57
O=C(CCCCCCN1CC(=O)N2[C@@H](c3cccc4c3CCO4)c3[nH]c4ccccc4c3C[C@H]2C1=O)NO	93	99	121	97	105	46	100	93
COc1ccc(-c2nnc(NC(=O)CN3CCN(c4cc5c(cc4F)c(=O)c(C(=O)O)cn5C4CC4)CC3)s2)cc1OC	99	99	102	91	107	74	98	92
N#Cc1c(N)nc2c(-c3nc4ccccc4s3)c(Nc3ccccc3)sc2c1N	101	93	83	93	105	94	93	79
C#CCOc1ccccc1C(Nc1ccc(F)cc1)c1nnnn1C1CCCCC1 (configuration not stated)	100	93	109	103	98	98	103	64
Cc1nc2ccccc2c2[nH]n(-c3ccc(C#N)cc3)c(=O)c12	112	93	117	102	103	91	112	98
Cn1c(-c2ccccc2)cs/c1=N\S(=O)(=O)c1ccc(NNc2c3ccccc3nc3ccccc23)cc1	116	82	98	88	111	86	109	83
CCCCn1c(=O)c(/C=C/c2cc(/C=C/c3cc4cc(C)ccc4n(CCCC)c3=O)[nH]n2)cc2cc(C)ccc21	107	·	107	98	94	99	105	100
COc1cc(OC)c(OC)cc1/C=C/C(=O)c1cccc(B(O)O)c1	115	76	98	93	92	73	76	85
CCCCCCCCCC(=O)OCCCC(CCC(C)OC(=O)CCCCCCCCC)OC(=O)CCCCCCCCC (configuration not stated)	98	99	91	109	112	95	85	96
Cc1c(C)c2ccc(O)c(NC(=O)Nc3ccccc3)c2oc1=O	108	101	96	110	109	108	·	103
Clc1ccccc1/C=C/c1nn2c(-c3ccncc3)nnc2s1	100	99	·	98	103	98	121	94
CSc1cc(C(=O)O)nc(SC)n1	93	99	101	103	98	99	98	96
Cc1ccc(C)c(NC(=O)c2sc3c(=O)[nH]cnc3c2C)c1	63	74	41	79	89	85	95	61
CSC1=NCCN1	131	101	102	105	103	89	105	110
C=C(C)[C@@H]1CC[C@]2(C#N)CC[C@]3(C)[C@H](CC[C@@H]4[C@@]5(C)CCC(=O)NC(C)(C)[C@@H]5CC[C@]43C)[C@@H]12	106	96	99	111	106	98	93	86
O=C(OC1C2C=CC1C1C(=O)NC21)c1ccccc1 (configuration not stated)	119	100	111	107	110	105	105	106
CCOC(=O)CC1CSC(N/N=C(/C)c2cccc(C(F)(F)F)c2)=N1 (configuration not stated)	95	105	123	101	107	104	88	97

Pulled one by one from the list above (3):
structure	MALME-3M	SK-MEL-5	SK-MEL-2	HS 578T	SK-MEL-28	LOX IMVI	UACC-257	UACC-62
CSc1cc(C(=O)O)nc(SC)n1	93	99	101	103	98	99	98	96
Cc1c(C)c2ccc(O)c(NC(=O)Nc3ccccc3)c2oc1=O	108	101	96	110	109	108	·	103
CSC1=NCCN1	131	101	102	105	103	89	105	110

Carrying on:
structure	MALME-3M	SK-MEL-5	SK-MEL-2	HS 578T	SK-MEL-28	LOX IMVI	UACC-257	UACC-62
COc1ccc(-c2ccc(COc3ccc(CC4SC(=O)NC4=O)cc3)cc2)cc1 (configuration not stated)	75	30	81	86	86	75	94	66
NS(=O)(=O)c1ccc(NC(=O)N2CCN(c3ccccn3)CC2)cc1	100	104	108	137	103	110	·	107
CO/N=C1\CCc2c(sc(NC(=O)c3cccc(C(F)(F)F)c3)c2C(N)=O)C1	29	·	64	5.8*	60	·	66	77
CC(=O)Oc1ccc(N(C(C)=O)c2nc(OC(C)=O)cs2)c(C)c1	73	102	104	102	106	95	97	101
O=c1ccc(Cn2c(C(F)(F)F)cc3c(Cl)ncnc32)c[nH]1	91	6.3*	-86*	-14*	41	-62*	24	19
N#CC1C(=O)NC(=O)C(C#N)C12CCCC(C(F)(F)F)C2 (configuration not stated)	116	115	110	105	113	99	110	97
CCN(C(=O)c1ccc(NC(=O)C2C3C=CC(C3)C2C(=O)O)cc1)c1ccccc1 (configuration not stated)	87	95	97	·	113	·	95	101
C=CCSc1nnc(-c2ccc3nc(-c4ccc(OC)c(OC)c4)[nH]c3c2)o1	104	96	108	115	107	98	115	114
CN1C(=O)N(C)C2NC(N/N=C/c3ccccc3O)=NC21 (configuration not stated)	96	104	104	89	98	93	99	94
Cc1ccc(C)c2c1sc1nc3n[nH]c(N)c3c(=N)n12	128	99	96	107	106	96	104	108
O=C(c1nc2ccccc2[nH]1)C1[C@@H](c2ccc(Cl)cc2Cl)C2CC3CCCCC3N2[C@@]12C(=O)Nc1cc(Cl)ccc12 (some centres not stated)	62	37	83	63	63	55	57	50
COc1ccc(C2OCC(C)([N+](=O)[O-])CO2)cc1 (configuration not stated)	112	108	110	109	116	101	92	·

Not a hit list; 11% or so of the library scored in one or more.
